miR122 inh: blocks miR-122 activity in Huh7 sensor cells; Huh7 miR-122 Renilla luciferase sensor, 48 h; neutral wells = 0, positive control = 100; activation (reporter increase), % at 12.5 µM; hit rate 0.3% among 340,000; AID 602342;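 active means mean replicate activation score at least 90 and every replicate individually at or above 90; inconclusive means only one of the two criteria met; inactive means neither criterion met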;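 further: higher luciferase means less miR-122 activity so hits act as miR-122 inhibitors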
Cneo AK release: causes C. neoformans cell lysis; adenylate kinase release luminescence, 4 h; normalised: neutral wells 0, clomiphene wells 100; lysis activity, % at 15 µM; hit rate 0.2% among 360,000;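 active means mean lysis activity across replicates of at least 80%, whatever share of replicates individually reach that level; inactive means mean lysis activity below 80%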
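Test system: log-phase Cryptococcus neoformans yeast cells. Input: 5 × 10^6 yeast cells/mL. Medium: fresh YPD growth medium. Doses: single dose. Incubation: static 4 h at 37 °C with compound, 1 h detection. Measured by: luminescent adenylate kinase detection reagent. Read-out: signal increase indicating cell lysis. Benchmarks: Clomiphene.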
ERp5 inh: inhibitors of human ERp5; ERp5 insulin aggregation, absorbance 650 nm, 90 min; hit rate 0.05% among 350,000; inhibition, % at 9.99 µM; Q15084;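 active means mean replicate inhibition above about 25%, with every replicate also reaching it, limit read from the data, passing the limit was not always enough; inconclusive means only one of those two criteria met; inactive means neither criterion met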
Target sequence (Q15084 whole entry, looked up): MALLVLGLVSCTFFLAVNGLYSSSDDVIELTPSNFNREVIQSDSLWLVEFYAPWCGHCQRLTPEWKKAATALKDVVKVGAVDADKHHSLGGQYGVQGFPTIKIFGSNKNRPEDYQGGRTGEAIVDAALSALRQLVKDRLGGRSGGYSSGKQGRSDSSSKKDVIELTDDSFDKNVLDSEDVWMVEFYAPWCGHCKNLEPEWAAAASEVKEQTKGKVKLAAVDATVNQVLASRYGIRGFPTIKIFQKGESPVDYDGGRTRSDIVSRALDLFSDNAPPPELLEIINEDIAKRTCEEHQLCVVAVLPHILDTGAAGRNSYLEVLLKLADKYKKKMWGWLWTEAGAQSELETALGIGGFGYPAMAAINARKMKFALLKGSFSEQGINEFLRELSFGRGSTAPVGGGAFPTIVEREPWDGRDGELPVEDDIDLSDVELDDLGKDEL
esBAF inh: blocks esBAF chromatin remodeling in mouse ES cells; reporter increase, % at 12.5 µM; Bmi1-luciferase knock-in reporter, 24 h; 100% = twice the neutral-well signal; hit rate 2% among 350,000; in the data active means activation above about 40%; inconclusive means no clear call, values can overlap the other calls;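 further: 0% = median of the plate's neutral control wells and 100% = double that signal; a rise in the Bmi1 reporter signal indicates esBAF inhibition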
SIRT5 inh: blocks human SIRT5 desuccinylation of peptide. Q9NXA8. inhibition, % at 15 µM. Purified SirT5, succinyl-peptide AMC, trypsin-coupled fluorescence. hit rate 1.1% among 330,000. AID 652115; in the data active means inhibition above about 15%; inconclusive means no clear call, values can overlap the other calls
Target sequence (Q9NXA8 whole entry, looked up): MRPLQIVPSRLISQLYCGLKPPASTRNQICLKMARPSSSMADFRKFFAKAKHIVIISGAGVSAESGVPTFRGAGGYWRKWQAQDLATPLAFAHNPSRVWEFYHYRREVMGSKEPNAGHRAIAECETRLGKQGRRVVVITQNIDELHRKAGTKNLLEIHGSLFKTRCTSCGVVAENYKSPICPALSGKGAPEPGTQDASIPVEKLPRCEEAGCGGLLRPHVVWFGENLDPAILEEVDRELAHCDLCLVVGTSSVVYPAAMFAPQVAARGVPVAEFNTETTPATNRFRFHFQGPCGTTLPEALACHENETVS
ARNT-TACC3 inh: disrupts binding between human ARNT and TACC3 | AlphaScreen His-ARNT PAS-B/GST-TACC3 binding, luminescence; TACC3 fragment carries E629A point mutation | hit rate 0.66% among 390,000 | Q9Y6A5 | inhibition, % at 9.99 µM;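 active means mean inhibition of replicates at least 50% and at least half of replicates each reaching 50%; inconclusive means half or more replicates reach 50% but mean below 50%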;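 further: 0% = complete ARNT plus TACC3 wells and 100% = ARNT alone without TACC3; many hits fall short of the cut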
Statin myotox sup: suppressors of simvastatin-induced myotoxicity in C2C12 myotubes; ATP luminescence, 48 h; scaled: DMSO 0, geranylgeraniol control 100; rescue of ATP level, % at 7.49 µM; hit rate 0.78% among 330,000; AID 602340;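 active means mean ATP rescue above about 67%, or every replicate alone reaching that limit, limit read from the data, passing the limit was not always enough; inconclusive means no clear call, values can overlap the other calls; inactive means mean under the limit and some replicate under it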;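 further: myotubes were challenged with 10 µM simvastatin during compound exposure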
Numbers without * were called inactive; ? = inconclusive; nt = not tested or not shown; [ ] = dose if it differs, or a comment.

SMILES	miR122 inh	Cneo AK release	ERp5 inh	esBAF inh	SIRT5 inh	ARNT-TACC3 inh	Statin myotox sup
CCCNC(=O)N1[C@H](CNC(C)=O)[C@@H](c2ccccc2)[C@@H]1CO	14.3[16.7 µM]	-1.2	nt	-0.7	nt	-11.5	-10.2
C[C@@H]1CN([C@H](C)CO)C(=O)c2cc(NS(C)(=O)=O)ccc2O[C@@H](C)CCCCO[C@@H]1CN(C)S(C)(=O)=O	-0.9[16.7 µM]	1.6	nt	-0.2	nt	1.5	nt
CCOc1ccc(C(=O)CCC(=O)N2CCN(c3ccc(O)cc3)CC2)cc1	9.6	0.0	2.2	-0.7	-2.7	-6.7	25.1
COc1ccc(CN(C)C[C@H]2OCCCC[C@H](C)Oc3ccc(NS(=O)(=O)c4ccc(F)cc4)cc3C(=O)N([C@H](C)CO)C[C@@H]2C)cc1	-3.3[16.7 µM]	-0.7	1.3	-2.8	8.0	1.1	nt
O=C1c2ccccc2S(=O)(=O)c2cc(-c3nn[nH]n3)ccc21	nt	-5.4	2.4	0.7	nt	nt	11.2
COc1cc(S(=O)(=O)NC2CCCCC2)c(C)cc1C	163.1*	nt	?	nt	-3.7	-15.1	nt
O=C(C[C@@H]1C[C@@H]2c3cc(NC(=O)CC4CC4)ccc3O[C@@H]2[C@H](CO)O1)NCc1cccnc1	-2.1[16.7 µM]	27.7	-132.5	-4.8	-0.1	-7.2	-4.8
CCOC(=O)Sc1nc2ncncc2[nH]1	8.5	-0.1	-0.4	-1.5	0.7	3.6	-1.5
CCS(=O)(=O)Nc1ccc2c(c1)C(=O)N(C)C[C@H](OC)[C@@H](C)CN(C(=O)CN(C)C)[C@@H](C)CO2	0.5[16.7 µM]	0.7	-1.7	2.2	-11.3	-2.9	-6.6
CN1CCN(C(=O)C[C@@H]2CC[C@@H]3[C@H](COc4ccc(NC(=O)c5cccs5)cc4C(=O)N3C)O2)CC1	-2.1[16.7 µM]	-0.1	1.6	7.4	-0.9	0.1	-4.9
CN1CCN(C(=O)[C@@H]2[C@@H](CO)[C@@H]3Cn4c(ccc(C5=CCCC5)c4=O)[C@@H]3N2Cc2nccs2)CC1	-0.9[16.7 µM]	-1.3	-0.9	-3.3	-5.9	1.4	-0.6
CCOc1ccc(C2C(C#N)=C(C)NC3=C2C(=O)c2ccccc23)cc1 (configuration not stated)	-4.0	1.5	nt	2.0	nt	4.6	4.6
CCC(C)NC(=O)c1nn(Cc2ccccc2)c(=O)c2ccccc12 (configuration not stated)	-1.9	3.5	3.7	-7.5	-0.8	12.3	29.8
CC(OC(=O)c1ccco1)C(=O)Nc1ncc(Cl)cc1Cl (configuration not stated)	-1.3	0.6	3.2	6.0	-8.1	nt	1.4
O=C(Nc1ccc2nsnc2c1)NC1CCCCC1	1.0	-3.8	nt	60.1*	nt	-2.1	-7.1
Cc1ccc(S(=O)(=O)Nc2cccc(C(=O)N3CCC(C(N)=O)CC3)c2)cc1	-1.6	1.2	1.9	2.4	1.5	nt	5.9
COC(C[C@H](O)[C@H](C)[C@H](O)COCc1ccccc1)OC	2.3	-0.4	-6.4	-0.7	nt	-10.0	-5.1
O=C(Nc1ccc(OC(F)(F)F)cc1)c1[nH]ncc1[N+](=O)[O-]	nt	nt	8.0	nt	-3.4	3.6	nt
C=CCn1c(O)c(C(CC)=NCCN2CCOCC2)c(=O)[nH]c1=O	2.9	-0.4	nt	-1.7	nt	3.2	2.2
O=C(N/N=C/c1ccsc1)c1cc(O)cc(O)c1	4.1	0.9	nt	-4.5	nt	17.8	-0.2

Compound profiles, from the list above.
C=CCn1c(O)c(C(CC)=NCCN2CCOCC2)c(=O)[nH]c1=O is listed with miR122 inh = 2.9; Cneo AK release = -0.4; ERp5 inh = nt; esBAF inh = -1.7; SIRT5 inh = nt; ARNT-TACC3 inh = 3.2; Statin myotox sup = 2.2
CC(OC(=O)c1ccco1)C(=O)Nc1ncc(Cl)cc1Cl (configuration not stated) is listed with miR122 inh = -1.3; Cneo AK release = 0.6; ERp5 inh = 3.2; esBAF inh = 6.0; SIRT5 inh = -8.1; ARNT-TACC3 inh = nt; Statin myotox sup = 1.4
CCC(C)NC(=O)c1nn(Cc2ccccc2)c(=O)c2ccccc12 (configuration not stated) is listed with miR122 inh = -1.9; Cneo AK release = 3.5; ERp5 inh = 3.7; esBAF inh = -7.5; SIRT5 inh = -0.8; ARNT-TACC3 inh = 12.3; Statin myotox sup = 29.8

Next part
SMILES	miR122 inh	Cneo AK release	ERp5 inh	esBAF inh	SIRT5 inh	ARNT-TACC3 inh	Statin myotox sup
O=C1Nc2cccnc2Sc2ccccc21	-10.8	0.5	nt	5.8	nt	-16.0	3.0
O=c1[nH]nc(SCc2ccccc2)n1C1CC2C=CC1C2 (configuration not stated)	nt	nt	0.6	nt	-2.3	-0.1	nt
CC(=O)Nc1ccc(NC(=O)CS(=O)(=O)c2cn(CC(=O)N3CCC(C)CC3)c3ccccc23)cc1	-1.6	-0.4	3.3	nt	-1.8	1.1	nt
O=C(C[C@@H]1CC[C@@H]2[C@H](COC[C@H](O)CN2Cc2ccc(Oc3ccccc3)cc2)O1)N1CCN(c2ccccc2)CC1	-12.7[16.7 µM]	4.4	-8.0	-9.7	4.0	5.5	40.7
OC(COc1ccc2ccccc2c1Br)Cn1ccnc1 (configuration not stated)	3.2	0.4	nt	20.9	nt	2.7	6.1
O=C(NN=C1CCN(Cc2ccccc2)CC1)c1cc2ccccc2cc1O	nt	nt	4.4	nt	-1.1	9.6	nt
CC1CN(C(=O)COC(=O)c2ccc(O)cc2)CC(C)O1 (configuration not stated)	nt	-0.8	0.9	-0.9	5.9	3.0	8.9
CN(C)C(CNC(=O)CCc1c[nH]c2ccccc12)c1ccccc1 (configuration not stated)	-10.0	-0.5	1.0	1.6	-2.7	27.7	1.3
CC1CCCN(S(=O)(=O)c2ccc(S(=O)(=O)N3CCCN(Cc4ccccc4)C3)cc2)C1 (configuration not stated)	4.9	-2.6	nt	0.1	nt	-12.5	-15.2
COc1ccc(S(=O)(=O)Nc2ccc3c(c2)C(=O)N([C@@H](C)CO)C[C@@H](C)[C@@H](CN(C)Cc2ccc(C(=O)O)cc2)O3)cc1	-4.8[16.7 µM]	-2.0	1.9	0.3	0.5	-1.6	nt
O=C(O)Cn1c(SCCOc2ccccc2F)nc2ccccc21	-2.3	-1.2	nt	-2.3	nt	-12.6	-5.1
C[C@H](CO)N1C[C@H](C)[C@@H](CN(C)C)Oc2ncc(-c3ccncc3)cc2C1=O	-1.8[16.7 µM]	50.7	-4.0	-11.9	-1.0	22.5	-3.5
COc1cccc2sc(N(CCCN(C)C)C(=O)COc3ccc(Cl)cc3)nc12	nt	nt	3.8	nt	-12.8	5.1	nt
COc1cc(/C=C(/NC(=O)c2ccccc2)C(=O)Nc2cccc(O)c2)c([N+](=O)[O-])cc1OC	-2.9	-1.6	-1.6	nt	nt	nt	nt
COc1ccccc1N1CCN(C(=O)c2ccc(N3CCCC3=O)cc2)CC1	-0.8	-1.8	nt	8.2	nt	nt	-6.0
COc1ccc(-c2cccc(-c3nc(C(=O)N(C)C)cc4c3[C@H](CCO)N([S@@](=O)C(C)(C)C)C4)c2)cc1	nt	-1.4	-1.5	0.2	-0.8	-2.8	17.0
CCCc1cc(=O)[nH]c(SCC(=O)c2cc(C)n(C)c2C)n1	-0.5	0.8	nt	0.7	nt	-29.5	-3.9
CC(C)C#Cc1ccc([C@H]2[C@H]3CN(C(=O)c4ccc(F)cc4)CCCCN3[C@H]2CO)cc1	2.7[16.7 µM]	3.0	-3.5	6.8	0.7	5.5	-13.9
COc1cc(-c2noc(C)c2C(=O)NCCO)cc(OC)c1OC	-6.6	0.3	-6.1	7.9	-5.5	-2.5	5.6
CN(C(=O)c1cc(-c2ccccc2)on1)C1CCCCC1	6.9	-0.9	3.8	50.7*	-3.6	-5.3	-4.0
Cc1ccc(S(=O)(=O)Oc2ccc(C3C4=C(CCCC4=O)OC4=C3C(=O)CCC4)cc2)cc1	0.9	0.4	nt	-0.6	nt	19.9	4.9
COCC(=O)Nc1ccc2c(c1)OC[C@H](C)N(C(=O)c1ccccc1F)C[C@@H](C)[C@H](OC)CN(C)C2=O	-4.1[16.7 µM]	-2.1	-2.6	-3.6	2.4	-5.9	-10.6
COc1ccc(N2CCN(C(=O)C3CCN(S(=O)(=O)c4c(C)noc4/C=C/N(C)C)CC3)CC2)cc1	nt	-3.4	-1.1	1.6	-0.6	0.2	-5.3
O=C(c1ccco1)N1CCN(C(=O)c2ccc(COc3ccc(F)cc3)o2)CC1	nt	-1.3	nt	-8.6	nt	23.9	6.4
CCNc1nc(NCC)n2c(SCC(=O)c3ccc(C(C)C)cc3)nnc2n1	nt	nt	0.2	nt	-4.9	-2.2	nt
CCCCn1c(N)c(N(CC(C)C)C(=O)c2ccc(Br)s2)c(=O)[nH]c1=O	-6.6	2.0	3.7	nt	-2.9	-10.5	nt
CCC(=O)N(C)C[C@H]1Oc2ncc(-c3ccc(C(=O)N(C)C)cc3)cc2C(=O)N([C@H](C)CO)C[C@H]1C	-1.6[16.7 µM]	2.1	-5.3	1.9	5.4	-2.8	0.1
CC1Cc2nc(SCC(=O)N3CCCc4ccccc43)n(C)c(=O)c2S1 (configuration not stated)	nt	-5.3	4.9	2.6	-0.4	1.1	-7.8
Cc1ccccc1S(=O)(=O)c1c(C)cc(-c2ccccc2)[nH]c1=O	15.1	0.0	nt	0.5	nt	-3.7	11.3
O=C1CC(N2CCN(C/C=C/c3ccccc3)CC2)C(=O)N1Cc1ccc(N2CCCC2=O)cc1 (configuration not stated)	-1.1	2.0	nt	-1.2	nt	-3.9	99.9*

Compounds from the list above containing two or more sulfur atoms (three):
SMILES	miR122 inh	Cneo AK release	ERp5 inh	esBAF inh	SIRT5 inh	ARNT-TACC3 inh	Statin myotox sup
C[C@@H]1CN([C@H](C)CO)C(=O)c2cc(NS(C)(=O)=O)ccc2O[C@@H](C)CCCCO[C@@H]1CN(C)S(C)(=O)=O	-0.9[16.7 µM]	1.6	nt	-0.2	nt	1.5	nt
CC1CCCN(S(=O)(=O)c2ccc(S(=O)(=O)N3CCCN(Cc4ccccc4)C3)cc2)C1 (configuration not stated)	4.9	-2.6	nt	0.1	nt	-12.5	-15.2
CC1Cc2nc(SCC(=O)N3CCCc4ccccc43)n(C)c(=O)c2S1 (configuration not stated)	nt	-5.3	4.9	2.6	-0.4	1.1	-7.8

The list continues:
SMILES	miR122 inh	Cneo AK release	ERp5 inh	esBAF inh	SIRT5 inh	ARNT-TACC3 inh	Statin myotox sup
Cc1[nH]c2ccc(C(=O)OC(C)C(=O)N(C)c3ccccc3)cc2c1C (configuration not stated)	40.9	0.0	nt	-4.5	nt	3.8	-4.4
C[C@@H]1CCCCO[C@H](CN(C)S(=O)(=O)c2ccccc2)[C@@H](C)CN([C@H](C)CO)C(=O)c2cc(NS(=O)(=O)c3cccs3)ccc2O1	2.1[16.7 µM]	-4.0	-1.1	-9.7	8.0	0.8	nt
COc1cc(OC)c(N(C)S(=O)(=O)c2cccc(C(=O)Nc3nc(C)cs3)c2)cc1Cl	-2.7	-0.3	1.5	0.6	-1.1	1.3	-21.2
Clc1ccc(CNC23CN4CN(CN(C4)C2)C3)c(Cl)c1	nt	nt	2.6	nt	-1.4	-1.8	nt
O=C(C1CCC(N2C(=O)C3CC=CCC3C2=O)CC1)N1CCCCC1 (configuration not stated)	-3.7	7.9	-2.6	-4.0	-0.8	-0.6	-6.9
COc1ccc(CC(=O)OCC(=O)NCc2ccccc2Cl)cc1	-5.0	nt	-8.6	7.1	0.7	-1.3	-5.6
CCOc1ccc(NC(=O)CCN2C(=O)C3CCCCC3C2=O)cc1OCC (configuration not stated)	6.2	-2.2	-8.1	0.5	0.1	3.6	-8.1
COCCn1c(=O)[nH]c(=O)c2c1nc(-c1ccc(-c3ccc(Cl)cc3[N+](=O)[O-])o1)n2Cc1ccccc1	nt	nt	2.9	nt	1.6	-6.0	nt
CC(=O)c1sc(N/N=C\c2ccc(C)cc2)nc1C	nt	nt	-1.6	nt	1.6	-9.5	nt
O=C(N/N=C\C=C\c1ccc2c(c1)OCO2)c1cccnc1	5.7	-1.5	1.4	8.2	4.1	3.1	-3.4
